Artemis endo inh: Artemis (human) endonuclease inhibition; recombinant Artemis, quenched FAM hairpin cleavage fluorescence; 30,000 tested, 0.78% active; inhibition, % at 10 µM; AID 686954;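 active means at 10 µM dose, at least 30% inhibition, measured as corrected fluorescence normalized to stimulator and neutral control wells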
Target sequence (Q96SD1 whole entry, looked up): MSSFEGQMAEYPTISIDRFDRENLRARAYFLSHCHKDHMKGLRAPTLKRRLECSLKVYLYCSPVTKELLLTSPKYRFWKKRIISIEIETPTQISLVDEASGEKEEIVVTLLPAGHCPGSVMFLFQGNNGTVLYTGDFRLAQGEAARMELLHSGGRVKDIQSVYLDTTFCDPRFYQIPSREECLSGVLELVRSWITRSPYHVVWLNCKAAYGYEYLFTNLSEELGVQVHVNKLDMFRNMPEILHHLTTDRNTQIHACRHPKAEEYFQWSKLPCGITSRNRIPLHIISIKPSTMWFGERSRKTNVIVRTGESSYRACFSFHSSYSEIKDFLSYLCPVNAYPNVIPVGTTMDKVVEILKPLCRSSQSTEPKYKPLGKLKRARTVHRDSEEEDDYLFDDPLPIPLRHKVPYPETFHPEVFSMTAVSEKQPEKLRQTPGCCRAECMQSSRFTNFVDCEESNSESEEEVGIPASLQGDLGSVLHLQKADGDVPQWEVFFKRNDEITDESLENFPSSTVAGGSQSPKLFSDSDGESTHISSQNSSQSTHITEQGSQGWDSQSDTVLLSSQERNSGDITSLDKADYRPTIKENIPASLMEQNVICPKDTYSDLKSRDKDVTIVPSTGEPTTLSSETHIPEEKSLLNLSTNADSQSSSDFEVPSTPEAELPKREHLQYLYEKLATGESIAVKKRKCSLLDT
Numbers without * were called inactive. Some of the compounds tested, so the mix of outcomes need not match the whole.

canonical_smiles | Artemis endo inh
Cc1ccc(C(=O)NC(=S)Nc2ccc(S(=O)(=O)N(C)c3ccccc3)cc2)cc1 | -4
CC12CCC(C(=O)N3CCCCCC3)(OC1=O)C2(C)C (centres undefined) | -5
COc1cc(NC(=O)Cc2nn(C)c(=O)c3ccccc23)cc(OC)c1 | 2
c1ccc(Cc2nn[nH]n2)cc1 | -8
Cc1cccc(N(CC(=O)N/N=C/c2cc([N+](=O)[O-])ccc2Cl)S(C)(=O)=O)c1C | -1
CCC(Oc1ccc2ccccc2c1)C(=O)O (centres undefined) | 11
CCOC(=O)c1c(NC(=O)Nc2ccccc2)sc(C)c1C | 1
CCN(CC)CCNc1nc2c(c(=O)[nH]c(=O)n2C)n1CC(O)COc1ccc(Cl)cc1Cl (centres undefined) | -3
Cc1ccc(OCC(=O)NCc2ccco2)cc1C | 11
Cn1c(=O)c2c(nc(Br)n2CCSc2ncccn2)n(C)c1=O | -2
O=c1cc(CN2CCN(c3ccccc3)CC2)c2cc(O)c(-c3ccccc3)cc2o1 | 4
COc1ccc(Nc2nc(CC(C)=O)ns2)cc1OC | 0
Cc1nnc(C)n1/N=C/C=C/c1ccccc1 | -3
CCCS(=O)(=O)C(=C1NCCO1)S(=O)(=O)CCC | 1
CCNC(=S)N1CCN(CCN=CC2=C(O)CC(c3ccco3)CC2=O)CC1 (centres undefined) | -2
COc1cc2c(C#N)c(N3CCOCC3)nc(N)c2c(N)n1 | 21
COC(=O)c1c(C)oc2c1cc(NS(=O)(=O)c1cccs1)c1ccccc12 | 12
C/C(=N\Nc1nccnc1Cl)c1ccc([N+](=O)[O-])cc1 | -4
CCCOC(=O)Nc1ccccc1C(N)=O | 2
COc1ccccc1C(=O)N1CCN(C(=O)COc2cccc(C)c2)CC1 | 1
CCNC(=O)NC(=O)COC(=O)c1ccccc1SCC(=O)NC(=O)NCC | -6
O=C(CSc1nnc(-c2ccccc2NC(=O)c2ccccc2)o1)OC1CCCCC1 | -6
CCCn1c(N)c(C(=O)CSc2nnc(C)n2Cc2ccccc2)c(=O)n(C)c1=O | 4
COc1cccc(C(=O)Nc2nc3ccccc3[nH]2)c1 | 0
Cc1cc(NC(=O)CSc2nc(-c3ccccc3)cs2)no1 | -3
CCC(=O)N1CCN(C(C)=O)C1c1ccccc1 (centres undefined) | -8
COc1ccccc1NC(=S)NCc1ccco1 | 0
Cn1ncc([N+](=O)[O-])c1C(=O)Nc1ccc2c(c1)OCCO2 | -6
[N-]=[N+]=CC(=O)CNC(=O)[C@@H](Cc1ccccc1)N1C(=O)c2ccccc2C1=O | -9
CC1=NC(C)Cc2ccccc21 (centres undefined) | -2

canonical_smiles | Artemis endo inh
N#CC(c1ccc(Cl)cc1)c1nc2ccccc2nc1C(F)(F)F (centres undefined) | 3
CCOC(=O)C(C(=O)NCc1ccc(F)cc1)c1ncc(C(F)(F)F)cc1Cl (centres undefined) | -12
CCCS(=O)(=O)N1CCCC(C(=O)N2CCC(Cc3ccccc3)CC2)C1 (centres undefined) | -3
Nc1nonc1-c1nc2ccccc2[nH]1 | -6
Cc1cc(C)n(CC(=O)n2c3c(c4ccccc42)CCCC3)n1 | -6
O=S(=O)(c1ccccc1)n1ccc2cccnc21 | 0
O=C(OC1CCCCC1=O)c1cccc(S(=O)(=O)NCc2ccccc2)c1 (centres undefined) | 0
COCCCNC(=O)Cc1ccccc1OC | 1
CCS/C(N)=N/N=C/c1cc(C)ccc1O | 6
Cn1c(=O)c2c(nc(Br)n2CCc2ccccc2)n(C)c1=O | 0
COc1ccc(S(=O)(=O)CCC(=O)N2CC(=O)N(CCc3ccccc3)C(=O)C2)cc1 | -2
O=S(=O)(Nc1nc2c(s1)CCCC2)c1ccc2ccccc2c1 | 10
CCOC(=O)c1cncc(C(=O)O)c1 | -10
CCOc1cc(C)c(Cl)cc1S(=O)(=O)NCc1ccc2c(c1)OCO2 | -5
CC(C)C(=O)Nc1ccc(NC(=O)c2cccs2)cn1 | -2
N#CCc1ccc(C(=O)c2ccccc2)s1 | -1
CC1(C)CC(=O)C2=C(C1)NC(SCC(=O)Nc1ccccc1)=C(C#N)C21CCCCC1 | -2
Cc1ccc(-c2csc3nc(C)n(-n4cccc4)c(=O)c23)o1 | 0
CCN(CC)S(=O)(=O)c1ccc2[nH]cc(C(=O)NCCC3=CCCCC3)c(=O)c2c1 | 14
CSc1nc(NC(C)=O)nc(C)c1Cl | 4
CCC(=O)N1CCN(c2ccc(NC(=O)c3ccco3)cc2)CC1 | 5
Cc1cc(Cl)c(S(=O)(=O)NCC2CCCO2)cc1OCC(N)=O (centres undefined) | 4
CCSc1nnc2c(n1)OC=Nc1ccc(Br)cc1-2 | -6
COC(=O)C(C)Sc1n[nH]c(=S)s1 (centres undefined) | -2
COc1ccc(C(=O)Oc2cccnc2)cc1 | -4
Cc1nc(NC(C)C)c2oc3ccccc3c2n1 | 3
Cc1ccc(OCC(=O)O)c(-n2nc3ccccc3n2)c1 | 0
CC(OC(=O)c1cccc(NS(C)(=O)=O)c1)C(=O)Nc1ccc(N2CCOCC2)cc1 (centres undefined) | 7
CCOc1ccc2nc(SCC(=O)NC(=O)NCc3ccco3)[nH]c2c1 | 4
CC(=O)Nc1nonc1-c1nc2ccccc2n1Cc1ccccn1 | 8

canonical_smiles | Artemis endo inh
O=C(CSc1nccn1-c1ccc(Cl)cc1)Nc1ccc2c(c1)OCO2 | -8
Cc1ccccc1-c1nc(Cc2ccccc2)no1 | -5
Cc1cc(C)c(-c2c(O)c3cccc4c3n(c2=O)CCC4)c(C)c1 | -2
CSc1nc2[nH]c3c(c2c2ncnn12)CCCC3 | 11
CCOC(=O)c1c(NC(=O)CSc2nnc(C)s2)sc2c1CCC(C)C2 (centres undefined) | 11
CSc1nc(O)c(C2OC(=O)c3ccccc32)c(=O)[nH]1 (centres undefined) | -12
CCN(CC)S(=O)(=O)c1cc(C(=O)Nc2ccc(Cl)cn2)ccc1C | 5
Cc1ccc(N=Cc2c(O)n(-c3cc(Cl)ccc3N3CCOCC3)c(=O)c3ccccc23)cc1C | 6
CCCOc1ccc(-c2nnc(N)s2)cc1 | 0
CCOc1c(C(N)=O)c(-c2ccccc2)c2c(=O)[nH]c3ccccc3n12 | -1
CN(C)c1cc[nH]c(=O)c1C#N | -7
COC(=O)Cn1c2c(c3cc(C)ccc31)CCCC2 | 4
CC(C)OC(=O)c1cn(-c2ccccc2)nc1-c1ccco1 | 24
CC1(C)C2(C#N)C(N)=NC3(OCCO3)C12C#N (centres undefined) | -2
CN1CCN(C2CC(=O)N(c3ccc4c(c3)OCCO4)C2=O)CC1 (centres undefined) | -8
CN1C(=O)CC(N2CCN(C(=O)c3ccccc3)CC2)C1=O (centres undefined) | -3
CCC(C)(NC(=O)c1ccccn1)C(=O)NC1CCCCC1 (centres undefined) | 5
CN1c2ccccc2C(C)(C)C12C=Nc1c(ccc3ccccc13)O2 (centres undefined) | 1
CCOC(=O)NC(Nc1ccc(S(N)(=O)=O)cc1)(C(=O)OCC)C(F)(F)F (centres undefined) | -2
COc1cc(NS(=O)(=O)c2ccc(N/C=C\C(=O)c3ccc(C)cc3)cc2)nc(OC)n1 | 17
O=S(=O)(Nc1ccc2c(c1)oc1ccccc12)N1CCCC1 | 7
COC(=O)Cn1ncn2cccc2c1=O | 0
COc1ccc(CN2C(=O)c3ccccc3C(/C=N\OCc3ccc(F)cc3)C2=O)cc1 (centres undefined) | 8
O=S(=O)(Cc1ccccc1)N1CCCCC1 | -5
O=C(Nc1ccc(Cl)cn1)c1ccc(-c2ccc(Cl)c(Cl)c2)o1 | 3
O=C(CC1SCCNC1=O)Nc1cc(Cl)cc(Cl)c1 (centres undefined) | -1
O=C(CCc1nc(-c2ccc(Cl)cc2)no1)OCc1ccc(Br)cc1 | 1
Nc1nc(CSCCO)nc(Nc2ccccc2)n1 | -3
CC(C)[C@H](NC(=O)c1ccco1)C(=O)OCC(=O)N1CCc2ccccc21 | 5
N/C(=N\c1nc2ccccc2o1)NC(=O)c1ccccc1NC(=O)c1ccccc1 | 13

molecule | Artemis endo inh
COc1ccc2[nH]c(=O)c(CN(Cc3nnnn3CCc3ccccc3)CC3CCCO3)cc2c1 (centres undefined) | 12
Cc1nn(Cc2ccc(Cl)cc2Cl)c(Cl)c1/C=C/C(=O)OCC(=O)NCC(F)(F)F | 11
Cc1noc(C)c1CSCC(=O)Nc1nc2ccc(Oc3ccccc3)cc2s1 | 26
Cc1n[nH]c(C)c1S(=O)(=O)N1CCCC(C(=O)NCc2cccs2)C1 (centres undefined) | -1
CCOc1ccc(Nc2nc3cc(S(=O)(=O)N(CC)CC)ccc3o2)cc1 | -6
Cc1c(C)c2c(C)[nH]nc2oc1=O | 0
Cc1cc(C)c(S(=O)(=O)c2ccccc2C)c(OCC(C)(C)C)n1 | 5
CSc1nc(-c2ccccc2)nn1C(=O)c1ccccc1 | 1
Cc1onc(-c2c(F)cccc2Cl)c1C(=O)OCC(=O)NCc1ccco1 | 0
CCOC(=O)c1c(N=CN(C)C)c(C#N)n2c1CCC2 | -7
CSc1nncc(/C(C)=N\Nc2cccc(C)c2)n1 | 6
CCP(=O)(CC)c1cccc(N)c1 | 7
COc1ccc(-c2nc(N3CCCCCC3)sc2C(=O)c2ccccc2)cc1 | 7
COc1ccc(OC)c(S(=O)(=O)NCC2CCCO2)c1 (centres undefined) | 45*
N#Cc1c(-c2ccccc2)c(-c2ccccc2)nn(CC(=O)NNC(=O)Nc2ccc(Cl)c(Cl)c2)c1=O | 30*
O=C(NCc1cn(-c2ccccc2)nc1-c1ccccc1)c1cc([N+](=O)[O-])cc([N+](=O)[O-])c1 | 4
O=C(O)CCC(=O)N1CCN(c2ccc(C(=O)c3ccc(F)cc3)cc2)CC1 | 5
O=C(CSc1nnc(Cc2ccccc2)o1)N1CCc2ccccc21 | -9
O=C(CCCc1ccccc1)Nc1cccc2c1CCCC2 | -11
COc1cccc(C2CC(c3c(F)cccc3Cl)n3nc(N)nc3N2)c1 (centres undefined) | -2

molecule | Artemis endo inh
COc1cccc(C(=O)CSc2nnc(CNc3nc(-c4ccccc4)cs3)n2C)c1 | 11
COc1cc(NC(=O)C2CCN(S(=O)(=O)c3cccnc3)CC2)cc(OC)c1OC | 2
CN1CCN(C(=O)c2cnn(-c3ccccc3)c2NC(=O)c2ccccc2F)CC1 | 5
Cc1cccc(C)c1NC(=S)NNc1ncc(C(F)(F)F)cc1Cl | -7
O=C(CN1C(=O)c2ccccc2C1=O)Nc1sc2c(c1C(=O)NCc1ccco1)CCCC2 | 17
O=C(CSc1nnc(CNC(=O)c2ccco2)o1)c1ccc(Cl)cc1 | 9
CCOc1ccc2nc(NCCNC(=O)C(C)C)c(C)cc2c1 | 4
CCOC(=O)c1[nH]c2ccc(OCC)cc2c1NC(=O)CN1CCN(c2ccccn2)CC1 | -6
COc1ccc(-c2cc(C(F)(F)F)n3ncc(C(=O)O)c3n2)cc1OC | -6
CCOC(=O)CSc1nc2ccc(N)cc2s1 | -1
CCN(CC)S(=O)(=O)c1ccc2oc(C(=O)O)c(C)c2c1 | -5
CCOC(=O)C1=C(c2cccc(Oc3ccccc3)c2)NC(=S)NC1C (centres undefined) | -2
COC(=O)c1c(/N=C/NOCc2ccc(Cl)cc2)sc2c1CCN(c1ncc(C(F)(F)F)cc1Cl)C2 | 6
COc1cc(/C=N/NC(=O)C2c3ccccc3Oc3ccccc32)ccc1O | -3
CCOC(=O)CCc1cccc2c1CCC2=O | -7
COc1ccc(C(CNC(=O)c2ccc(OCC3CCCO3)cc2)N2CCOCC2)cc1 (centres undefined) | 6
CC(=O)c1ccc(NC(=O)Oc2ccccc2)cc1 | -3
COc1ccccc1NC(=O)COc1ccc(C(F)(F)F)cc1[N+](=O)[O-] | -3
CC1(C)Cc2ccccc2-c2nc(NCCO)n(-c3ccccc3)c(=O)c21 | -12
CCOC(=O)C1CCN(C(=O)CN(c2ccc3c(c2)OCO3)S(C)(=O)=O)CC1 | -8

molecule | Artemis endo inh
Cc1ccn2c(/C=N/OCc3ccc(F)cc3)c(-c3ccc(Cl)cc3)nc2c1 | 6
COc1ccc(C2CC(=O)C3=C(C2)Nc2ncnn2C3c2ccccc2)cc1 (centres undefined) | -4
CC1CC(C)CN(S(=O)(=O)c2cccc(C(=O)N3C(=O)c4cccc(N)c4C3=O)c2)C1 (centres undefined) | 5
COc1ccc(-c2cc(C(=O)N/N=C/c3sccc3C)c3ccccc3n2)c(OC)c1 | 9
O=S(=O)(c1ccc2oc3ccccc3c2c1)N1CCCC1 | -2
COCCNC(=O)c1c(N)n(/N=C/c2cccs2)c2nc3ccccc3nc12 | -4
CN1CCc2c(n(CC(O)CN3C(=O)c4ccccc4S3(=O)=O)c3ccccc23)C1=O (centres undefined) | -3
COc1ccc(O)c(-c2c(-c3ccc(Cl)cc3)n[nH]c2C)c1 | -5
N#CC1=C2C=CC=CN2CC1=O | 4
CCOc1ccccc1N1CCN(S(=O)(=O)c2ccc(F)c(F)c2)CC1 | -6
C(=N\n1cnnc1SCc1ccccc1)/c1ccco1 | -1
Cc1ccc(NC(=O)COC(=O)C2=COCCO2)cc1 | 2

From PubChem
